# Screens as filed in PubChem.
# Polio RdRp inh: inhibitors of poliovirus RNA polymerase binding and polymerization | 150,000 compounds, 0.66% hits | AID 588519 | poliovirus polymerase elongation, fluorescence polarization; active compounds read low | P03300 | % elongation, % (compound at 16.7 µg/mL); in the data active = % elongation below about 90%; note: some results filed as inactive read as strong as hits
# Target sequence (P03300 1749-2209 limits assumed): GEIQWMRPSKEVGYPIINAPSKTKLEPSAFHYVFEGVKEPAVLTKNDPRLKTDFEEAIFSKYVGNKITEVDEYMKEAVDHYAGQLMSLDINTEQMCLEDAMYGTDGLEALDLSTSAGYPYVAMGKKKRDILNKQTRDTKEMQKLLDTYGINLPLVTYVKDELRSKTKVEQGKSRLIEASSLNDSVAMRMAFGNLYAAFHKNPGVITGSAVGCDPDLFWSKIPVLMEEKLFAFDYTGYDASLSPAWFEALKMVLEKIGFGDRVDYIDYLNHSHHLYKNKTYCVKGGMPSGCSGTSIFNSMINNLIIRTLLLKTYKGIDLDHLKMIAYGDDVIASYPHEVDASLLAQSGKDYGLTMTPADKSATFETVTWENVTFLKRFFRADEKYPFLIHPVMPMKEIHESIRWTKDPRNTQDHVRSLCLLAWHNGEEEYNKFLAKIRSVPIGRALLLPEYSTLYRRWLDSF
# Polio RdRp inh FP z-score: further read-out of Polio RdRp inh, marked with its call; z-score; measured here: FP z-score; hits read low
# * = called active by the depositor; & = joins results of further samples.
# Under each structure – Polio RdRp inh FP z-score, Polio RdRp inh
COc1ccc(-c2cc3ccc(O)c(CN4CCOCC4)c3oc2=O)cc1
    -0.1, 107
O=c1c2ccccc2nc2c3ccccc3c(NCCO)nn12
    -0.2, 101
COC(=O)c1ccc(C(c2c(O)ccc3ccccc23)N2CCOCC2)cc1 (configuration not stated)
    -0.1, 101
COc1ccc(N(CC(=O)NCc2ccccc2Cl)S(=O)(=O)c2c(C)nn(C)c2C)cc1
    0.5, 107
CCC1CCCCN1C(=O)c1cc(-c2ccc(OC)c(OC)c2)on1 (configuration not stated)
    0, 101
CSc1cccc(NC(=O)CN2C(=O)COc3ccc(S(=O)(=O)N4CCC(C)CC4)cc32)c1
    0.6, 121
CC(=O)NNc1ccc2nnc(-c3ccccc3)n2n1
    2.3, 104
COc1ccc(NC(=O)Cn2c(SCc3ccc(F)cc3)nc3cccnc32)cc1OC
    0.8, 115
COCCCNC(=O)C1CCN(c2nnc(-n3cccc3CNc3ccc(C)cc3)s2)CC1
    -0.4, 109
COc1ccccc1NC(=O)c1cnn(-c2ccccc2)c1-n1cccc1
    -0.7, 102
COc1ccc(-n2c(-c3ccc(C(C)(C)C)cc3)n[nH]c2=S)cc1
    -0.5, 100
COC(=O)C(Cc1c[nH]c2ccccc12)NS(=O)(=O)c1ccc(CNC(=O)c2ccccc2)s1 (configuration not stated)
    -0.1, 103
COc1ccc2c(Sc3ccc(C)cc3)c(C(=O)NCc3ccc(F)cc3)[nH]c2c1
    -0.4, 105
CCOC(=O)Cc1ccc(NC(=O)N2CCOc3ccc(C)cc32)cc1
    -0.1, 106
Clc1ccc(Nc2nc3ccccc3s2)cc1
    -0.3, 101
O=C(O)C1=NN(c2ccccc2)C(=O)CC1
    -1, 100
CCOC(=O)c1cccc(NC(=O)c2c(C)[nH]c(C(=O)OCC)c2CC)c1
    0.4, 102
CC(C)(C)C(=O)c1sc2c(c1N)c(=O)[nH]c(=O)n2CC1CCCO1 (configuration not stated)
    0.5, 105
CCc1nnc(SC(CC)C(=O)N2CCCCCC2)c2cc3sccc3n12 (configuration not stated)
    -0.1, 101
O=C(Cn1c2ccc(F)cc2c2nc3n(c(=O)c21)CCS3)N1CCCC1
    0.4, 103
Cc1cc2c(=O)n(Cc3ccco3)c(SCC(N)=O)nc2s1
    0, 100
O=C(CC1CCCC1)NCc1cn2ccsc2n1
    -0.9, 99
CC(C)N(C(=O)CSc1nc2ccccc2n1CC(=O)N1C(C)CCCC1C)C(C)C (configuration not stated)
    0.8, 105
CCc1nn(CC(=O)NCCc2ccc(Cl)cc2)c(=O)c2cc3c(OC)cccc3n12
    -1.8, 101
CCOC(=O)c1sc2ccccc2c1S(=O)(=O)N1CCN(c2cccc(C)c2)C(C)C1 (configuration not stated)
    0.8, 109
CC1=Nc2ccc(Br)cc2C(c2ccccc2)N1CC(=O)NN (configuration not stated)
    0.2, 102
CC(C)c1ccc(-c2nc(C(N)=O)c3c(n2)n(-c2ccc4c(c2)OCO4)c(=O)n3C)cc1
    1.1, 111
Cc1ccc(S(=O)(=O)c2c(Nc3cc(F)ccc3F)sc(C(=O)c3ccc(F)cc3)c2N)cc1
    0.1, 106
Cc1ccc(-c2cc(-c3c(C)n[nH]c(=O)c3N)[nH]n2)cc1
    0.2, 102
Cc1ccc2oc(=O)c(-c3nc(-c4ccccc4)no3)cc2c1
    0.3, 102
c1ccc2sc(C3CCCCN3)nc2c1 (configuration not stated)
    0, 102
CCNS(=O)(=O)c1cc(-c2nn(C)c(=O)c3ccccc23)ccc1C
    -0.5, 100
COC(=O)C1=C(C)OC(=O)C1(NC(=O)C1CCCCC1)C(F)(F)F (configuration not stated)
    0.2, 101
Cn1c(=O)[nH]c(=O)c2c1nc(NCCO)n2CC(O)COc1ccccc1 (configuration not stated)
    0.3, 104
CC(C)(C)C(=O)COC(=O)c1cc(Cl)cc(Cl)c1
    -0.4, 101
O=C(COc1ccc(F)cc1)Nc1ccccc1OCc1cc(=O)n2ccccc2n1
    0, 106
Cc1cc(C)c(C#N)c(N2CCC(C(N)=O)CC2)n1
    -0.4, 100
CCc1c(C(=O)c2ccc(OC)cc2)oc2c(C)c3oc(=O)cc(C)c3cc12
    0.7, 105
CCSc1nnc(NC(=O)c2ccc(C)c(S(=O)(=O)N(CC)CC)c2)s1
    -0.5, 100
O=C(O)CN(CC(=O)O)C(=O)/C=C/c1ccccc1
    -0.2, 99
NC(=O)COc1ncnc2ccc(Br)cc12
    -0.3, 98
C=CCSc1nnc2c(n1)OC(c1cc3c(cc1Br)OCO3)N(C(C)=O)c1ccccc1-2 (configuration not stated)
    0.4, 104
CCOc1ccc(C2CC(=O)c3c([nH]c(C(=O)OCC4CCCCC4)c3C)C2)cc1 (configuration not stated)
    0.6, 107
Cc1cc2nc(-c3cccc(NC(=O)CSc4ccc(Cl)cc4)c3)oc2cc1C
    1.1, 109
Cc1ccc(C)c(CSc2cn(CCNC(=O)c3ccccc3F)c3ccccc23)c1
    0.4, 106
COCCCNC1CCN(Cc2ccccc2)CC1
    0.6, 104
CCOC(=O)C1CCC(CN(Cc2ccc(Cl)cc2)S(=O)(=O)c2ccc(Br)cc2)CC1 (configuration not stated)
    0.1, 109
O=C1OCc2ccc(NC(=O)C3CCCCC3)cc21
    -0.2, 100
CC(=O)Nc1ccc(I)cc1C(=O)O
    0.4, 104
CCOC(=O)C(CC)n1nc(C)n2c(cc3occc32)c1=O (configuration not stated)
    -0.7, 108
Cc1cc(C)n(-c2nc3c(c(C(F)(F)F)n2)CC(C)CC3)n1 (configuration not stated)
    -0.7, 99
C=CCNC(=O)c1cc2c(=O)n3cccc(C)c3nc2n(CC2CCCO2)c1=N (configuration not stated)
    0.1, 102
COc1c2c(nc3ccccc13)OC(C(C)(O)CO)C2 (configuration not stated)
    0.5&-0.2, 107&99
O=C(Nc1ccccc1)Nc1nnc(C(F)(F)F)s1
    0.7, 110
O=C(NCCc1ccccc1)c1nn(-c2ccccc2Cl)nc1CO
    -0.2, 106
O=C(NC1CCCCNC1=O)c1cccnc1Oc1ccc(Cl)cc1 (configuration not stated)
    -0.5, 100
Cc1ccc(Cc2cnc(NC(=O)C3Cc4ccc(C)cc4C(=O)O3)s2)cc1 (configuration not stated)
    0.4, 108
COc1ccc(OCCOC(=O)c2cccc(C#N)c2)cc1
    0.5, 106
CCN(CC)S(=O)C12CC3CC(CC(C3)C1)C2 (configuration not stated)
    0.6, 105
CSc1nc(N)c(C#N)c(C(C)C)c1C#N
    -0.1, 101

# Grouped by structure: those above with an aryl thioether with sulfur outside any ring
# Under each structure – Polio RdRp inh FP z-score, Polio RdRp inh
CSc1cccc(NC(=O)CN2C(=O)COc3ccc(S(=O)(=O)N4CCC(C)CC4)cc32)c1
    0.6, 121
COc1ccc(NC(=O)Cn2c(SCc3ccc(F)cc3)nc3cccnc32)cc1OC
    0.8, 115
COc1ccc2c(Sc3ccc(C)cc3)c(C(=O)NCc3ccc(F)cc3)[nH]c2c1
    -0.4, 105
CCc1nnc(SC(CC)C(=O)N2CCCCCC2)c2cc3sccc3n12 (configuration not stated)
    -0.1, 101
Cc1cc2c(=O)n(Cc3ccco3)c(SCC(N)=O)nc2s1
    0, 100
CC(C)N(C(=O)CSc1nc2ccccc2n1CC(=O)N1C(C)CCCC1C)C(C)C (configuration not stated)
    0.8, 105
CCSc1nnc(NC(=O)c2ccc(C)c(S(=O)(=O)N(CC)CC)c2)s1
    -0.5, 100
C=CCSc1nnc2c(n1)OC(c1cc3c(cc1Br)OCO3)N(C(C)=O)c1ccccc1-2 (configuration not stated)
    0.4, 104
Cc1cc2nc(-c3cccc(NC(=O)CSc4ccc(Cl)cc4)c3)oc2cc1C
    1.1, 109
Cc1ccc(C)c(CSc2cn(CCNC(=O)c3ccccc3F)c3ccccc23)c1
    0.4, 106
CSc1nc(N)c(C#N)c(C(C)C)c1C#N
    -0.1, 101

# Continuation.
# Under each structure – Polio RdRp inh FP z-score, Polio RdRp inh
O=C(CCC(=O)N1CCSc2ccccc21)NCC1CCCO1 (configuration not stated)
    -0.4, 100
c1ccc(-c2cc3c(NC4CC4)ncnc3s2)cc1
    1.2, 115
CCCN1CCC(NC(=S)Nc2ccc3c(c2)OCO3)CC1
    0.5, 102
CC(C)(C#N)NC1CC1
    0.5, 106
COc1cc(NC(=O)Cn2cnc(S(=O)(=O)N3CCCC3)c2)cc(OC)c1OC
    -0.3, 105
COc1ccc(S(=O)(=O)N(Cc2cc3c(C)cc(C)cc3[nH]c2=O)CC2COCCO2)cc1 (configuration not stated)
    0.3, 103
C=CCn1c(C)cc(C(=O)CSc2nc(C)cc(C(F)(F)F)c2C#N)c1C
    -6.9, 46
Cc1ccc(NC(=O)CN2C(=O)S/C(=C\c3cccc(O)c3)C2=O)cc1
    0.9, 103
O=C(NCC(c1cccs1)N1CCOCC1)c1ccc(NS(=O)(=O)c2cccs2)cc1 (configuration not stated)
    -0.5, 97
CCOCCc1nnc(NC(=O)c2cccs2)s1
    -0.6, 98
CC(C)(C)C(=O)C[n+]1ccccc1
    0.6, 104
O=C(CSc1nc(-c2cccs2)nc2cc(=O)[nH]n12)Nc1cccc(C(F)(F)F)c1
    -0.6, 104
N#CC(C(=O)Nc1ccccc1Cl)=C1CCCC1
    -0.2, 100
Cn1c(=O)n(C)c2cc(S(=O)(=O)NCCC(=O)O)ccc21
    0.6, 104
O=C1NC(=O)C(C2(O)C(=O)Nc3c(Cl)cc(Cl)cc32)C(=O)N1 (configuration not stated)
    -0.7, 96
CCN(CC)c1ccc(NC(=O)c2sc3nc(-c4ccccc4)cn3c2C)cc1
    -0.1, 106
CC(=O)Nn1c(C)nc2ccccc2c1=O
    0.4, 103
CS(=O)(=O)c1ccc(Cl)c(NC(=O)c2ccc(C#N)cc2)c1
    0.5, 106
O=C(CSc1ccc(Br)cc1)c1cc2ccccc2o1
    0.2, 102
CC1CN(C(=S)NCCc2ccccc2)CC(C)O1 (configuration not stated)
    -0.8, 98
O=C1c2ccc(Br)cc2C(=O)N1c1cc(Cl)ccc1O
    0.5, 101
CCN(C(=O)Cn1c(=O)oc2cc(S(=O)(=O)N3CCCCCC3)ccc21)c1ccccc1
    -0.8, 100
Cc1ccc(C(=O)NCc2ccco2)c(C)c1
    0.1, 104
CCSc1nnc(-c2cccc(NC(C)=O)c2)o1
    0.3, 103
Cc1ccc2onc(CNC(=O)Nc3ccccc3N3CCN(C)CC3)c2c1
    1.1, 104
COc1ccc(C2NCCC3(O)CCCCC23)cc1 (configuration not stated)
    -0.2, 101
Cc1nn(-c2ccccc2)c(-c2ccc(O)cc2O)c1-c1ccccn1
    -0.2, 100
CC1CCN(C(=O)CSc2n[nH]c(-c3ccccc3)n2)CC1
    -0.5, 101
CCc1c(C)nc2sc(C)n[n+]2c1C
    -1, 98
COc1ccccc1N1CCN(C(=O)C(CCSC)NS(=O)(=O)c2ccc3c(c2)oc(=O)n3C)CC1 (configuration not stated)
    0.1, 104

# Part of the list above in order of number of heavy atoms, lowest first:
# Under each structure – Polio RdRp inh FP z-score, Polio RdRp inh
N#CC(C(=O)Nc1ccccc1Cl)=C1CCCC1
    -0.2, 100
Cc1ccc(NC(=O)CN2C(=O)S/C(=C\c3cccc(O)c3)C2=O)cc1
    0.9, 103
CCN(CC)c1ccc(NC(=O)c2sc3nc(-c4ccccc4)cn3c2C)cc1
    -0.1, 106

# (further entries)
# Under each structure – Polio RdRp inh FP z-score, Polio RdRp inh
CC(=O)c1cccc(NC(=O)CN2C(=O)c3ccccc3Sc3ncccc32)c1
    0.1, 108
CCCCNC(=O)CC1SC(=NC(c2ccc(OC)cc2)c2c(O)[nH]c(=O)[nH]c2=O)NC1=O (configuration not stated)
    0, 101
c1ccc(CSc2ncnc3sccc23)cc1
    0.7, 107
COC(=O)c1scc(-c2ccc(C)cc2)c1S(=O)(=O)Nc1c(C)cc(C)cc1C
    0.7, 109
Cc1c(C(=O)OC(C)C)sc(NC(=O)C2c3ccccc3Oc3ccccc32)c1C(=O)OC(C)C
    0.1, 106
Cc1ccc(-c2nc3cc(C(C)C)ccc3o2)cc1NC(=O)c1cc2ccccc2o1
    -0.7, 103
CSc1cccc(Nc2cc(C(=O)NCCc3ccc(Cl)cc3)c3ccccc3n2)c1
    -0.8, 104
C=CCOc1ccccc1CNc1ncn[nH]1
    -0.8, 99
c1ccc(OCCn2c(-c3cccs3)nc3ccccc32)cc1
    0, 100
C#CCOc1cccc2oc(CCC)cc(=O)c12
    0.7, 104
Cc1cc(Oc2ccnc3cc(Cl)ccc23)ccc1Cl
    -0.2, 104
COc1cccc(NC(=O)CC2Oc3ccccc3NC2=O)c1 (configuration not stated)
    0.1, 105
COCc1cc(C)nc(NN)c1C#N
    -0.2, 101
CCN(CC)S(=O)(=O)c1ccc(C(=O)NCCc2cc3ccc(OC)cc3[nH]c2=O)cc1
    -0.5, 100
Cc1cc(C(C#N)c2nc3ccccc3o2)nc(N2CCN(C(c3ccccc3)c3ccccc3)CC2)n1 (configuration not stated)
    0.7, 109
N#Cc1cc(C#N)c(SCc2cc3c(cc2Br)OCO3)nc1N
    2, 115
C#CCn1c(COc2ccccc2)nc2ccccc21
    0.7, 104
CCC1Oc2ccc(C)cc2N(CC(=O)NCCCN2CCN(Cc3ccccc3)CC2)C1=O (configuration not stated)
    -0.6, 99
COc1ccc(Oc2nc3c(c(=O)n(C)c(=O)n3C)n2Cc2ccccc2Cl)cc1
    0, 104
Cc1ccccc1CNC(=O)c1cccc(NC(=O)N2CCSc3ncccc32)c1
    0.1, 106
COC(=O)c1cc(NC(=O)/C=C/C(=O)O)ccc1N1CCOCC1
    0.8, 107
C=CC(=O)NCc1ccccc1
    -0.1, 101
O=C(Nc1ccc(Cl)cc1)Nc1cc(C(=O)NCC2CCCO2)ccc1N1CC2CC(C1)c1cccc(=O)n1C2 (configuration not stated)
    0.6, 102
COc1ccc(OC)c(S(=O)(=O)NC2CCN(Cc3ccccc3)CC2)c1
    2.9, 106
CCc1cccc(C)c1Nc1c(-c2cccc(O)c2)nc2cnccn12
    -0.1, 105
O=c1cc(O)c2sc3nc(-c4ccccc4)ccc3c2[nH]1
    -1.4, 88
O=S(=O)(NCCC1=CCCCC1)c1cccc2cccnc12
    0.7, 103

# This is a subset. The share of hits here may be higher or lower than overall.
